Bioassay records from PubChem BioAssay.
TexasRed fluor: alters Texas Red total fluorescence, flagging assay interference; TRb/SRC2 Texas Red total fluorescence interference; Potency, µM (top dose mostly 106 µM), for inactives: at the top dose fluorescence change, negative = quenching; 280,000 compounds, 0.29% hits; active = well fitted curve in either direction with a large enough effect; inconclusive = small, poorly fitted or top-dose-only effect; note: % is set by controls: 0 for no effect and ±100 for the full control effect
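Human TRβ ligand-binding domain (0.6 uM) and Texas Red SRC2 peptide (20 nM) in Tris buffer with 1 uM T3 and 5% DMSO were incubated with pinned compound for 5 hr at ambient temperature. Total fluorescence was computed as S + 2P (555/632 nm).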
Tau FP inhib: tau fibrillization inhibition (FP); P10636; K18 P301L tau heparin fibrillization, Alexa594 FP, 6 h; AID 1468; 280,000 compounds, 0.39% hits; Potency, µM (series often up to 57.7 µM), inactives show at the top dose activity, negative = inhibition, usual class: inhibitors; note: % is set by controls: 0 for no effect and ±100 for the full control effect; nearly all actives have a fitted effect of over 55% in size
Target sequence (P10636 561-689 P618L limits assumed): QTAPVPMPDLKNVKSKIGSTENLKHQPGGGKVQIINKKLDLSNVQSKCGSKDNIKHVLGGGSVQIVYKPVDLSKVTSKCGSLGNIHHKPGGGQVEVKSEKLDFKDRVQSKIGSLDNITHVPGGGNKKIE
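Read-out: fluorescence polarization of Alexa 594-labeled tau (0.24 uM), 555 nm excitation, 632 nm emission. Mixtures held 15 uM unlabeled K18 P301L, compound and 20 uM heparin, pH 7 acetate buffer, incubated 6 hr at 37 C.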
TRb-SRC2 inh: inhibitors of human thyroid hormone receptor beta-SRC2 interaction. Potency, µM (titrated, usually from 106 µM), for the others: top-dose activity change, negative = inhibition, hits mostly inhibitors. AID 1469. 280,000 compounds, 0.065% hits. P10828. TRbeta-SRC2 peptide binding, fluorescence polarization; receptor liganded with 1 µM T3;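 note: plate controls were bound peptide for no effect and peptide without receptor for full effect; nearly all actives have a fitted effect of over 50% in size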
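Read-out is fluorescence polarization (555 nm excitation, 632 nm emission) of a Texas Red SRC2 coactivator peptide; loss of signal reflects blocked binding to human TRb ligand-binding domain in the presence of 1 uM T3.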
L3MBTL1 block: L3MBTL1 (human) inhibition. AlphaScreen L3MBTL1–H3K9me1 peptide binding. Potency, µM (top dose mostly 57.1 µM), for the others: top-dose activity, negative = inhibition, most hits filed as inhibitors. 230,000 compounds, 0.66% hits; note: % is set by controls: 0 for no effect and ±100 for the full control effect; nearly all actives have a fitted effect of over 60% in size
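AlphaScreen proximity signal between nickel-chelate acceptor and streptavidin donor beads (final 10 ug/mL) reports binding of 50 nM L3MBTL1 to 75 nM biotin-H3 K9me1 peptide; complex incubated with compounds 30 min at room temperature; cefsulodin titration as control.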
Tau ThT inhib: tau fibrillization inhibition (ThT binding); AID 1460; 270,000 compounds, 2.1% hits; recombinant tau K18 P301L, heparin-induced fibrillization, ThT fluorescence; Potency, µM (series often up to 57.4 µM), without a hit: at the top dose activity, negative = inhibition, usual class: inhibitors; P10636; note: % is set by controls: 0 for no effect and ±100 for the full control effect; nearly all actives have a fitted effect of over 55% in size
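Heparin-induced (20 uM) aggregation of recombinant human K18 P301L tau, 15 uM unlabeled with 0.24 uM labeled, pH 7 acetate buffer, 6 hr at 37 C with compound. Fibrils quantified by 30 uM ThT fluorescence after 1 hr ambient incubation.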
HTT cytoprotect: cytoprotection in Huntington HTT-Q103 PC12 cell model; Potency, µM (titrated, usually from 56.4 µM), for inactives: cytoprotection (ATP increase), most hits filed as activators; 230,000 compounds, 0.14% hits; AID 1471; PC12 HTT-Q103 induced, cytoprotection, ATP luminescence, 40 h;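 note: % of control where 0% means no effect; nearly all actives have a fitted effect of over 45% in size; toxic huntingtin expression switched on by the ecdysone agonist tebufenozide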
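PC12 cells with ecdysone-inducible HTT exon 1 Q103-GFP, induced with 100 nM tebufenozide and co-treated with library compounds in a dose series (1536-well, 1500 cells/well). Cytoprotection read as ATP content by ATPlite luminescence.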
Tau fluor counter: counter-screen for tau fibril formation inhibitors. tau K18 P301L Alexa594 fluorescence, heparin fibrillization. Potency, µM (series often up to 57.7 µM), for inactives: at the highest dose activity change, negative = decrease. 280,000 compounds, 0.93% hits. AID 1463; note: % is set by controls: 0 for no effect and ±100 for the full control effect; nearly all actives have a fitted effect of over 55% in size
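Human tau K18 P301L (15 uM unlabeled, 0.24 uM Alexa 594-labeled) in 100 mM sodium acetate pH 7 with 20 uM heparin, 6 hr at 37 C. ThT 30 uM added, 1 hr ambient; Alexa 594 FP and total fluorescence read at 555/632 nm.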
RECQ1 helicase: RECQ1 (human) helicase inhibition; Potency, µM (doses to about 57.3 µM), for inactives: at the highest dose activity, negative = inhibition, actives largely listed as inhibitors; 240,000 compounds, 0.54% hits; RECQ1 DNA unwinding, red fluorescence kinetic read; P46063;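 note: plate controls were vehicle for no effect and no enzyme for full effect; nearly all actives have a fitted effect of over 30% in size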
Target sequence (P46063 whole entry, looked up): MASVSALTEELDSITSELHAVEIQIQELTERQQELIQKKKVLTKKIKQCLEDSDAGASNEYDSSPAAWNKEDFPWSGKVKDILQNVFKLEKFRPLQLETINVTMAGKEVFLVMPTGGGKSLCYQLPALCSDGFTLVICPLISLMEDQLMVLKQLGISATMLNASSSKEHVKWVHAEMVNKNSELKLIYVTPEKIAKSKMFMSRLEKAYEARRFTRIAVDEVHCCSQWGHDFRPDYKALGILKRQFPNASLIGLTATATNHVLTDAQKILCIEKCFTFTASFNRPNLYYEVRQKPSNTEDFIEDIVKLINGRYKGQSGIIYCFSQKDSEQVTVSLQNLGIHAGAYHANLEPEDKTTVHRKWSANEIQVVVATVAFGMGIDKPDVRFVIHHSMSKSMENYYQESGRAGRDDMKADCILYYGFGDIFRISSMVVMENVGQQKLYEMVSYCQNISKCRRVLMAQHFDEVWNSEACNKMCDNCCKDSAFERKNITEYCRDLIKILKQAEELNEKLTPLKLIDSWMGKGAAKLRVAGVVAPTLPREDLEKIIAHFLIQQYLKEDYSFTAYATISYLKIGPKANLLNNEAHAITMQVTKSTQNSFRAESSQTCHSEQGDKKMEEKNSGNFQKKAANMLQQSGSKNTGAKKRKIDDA
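50 nM RECQ1T1 preincubated 15 min with compound in Tris pH 8.0 buffer with MgCl2, DTT, Tween-20 and 2.5 ug/ml poly(dI-dC); started with 200 nM TAMRA/BHQ-2 forked duplex and 2 mM ATP. Unwinding read as fluorescence (525/598 nm), two reads 2 h apart.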
* hit, by the source's call; i = inactive; ? = inconclusive; nt = no result given; & = joins results of further samples; [ ] = another dose, or the depositor's remark. Unless noted, calls come from the whole dose curve; as a rule, active = well fitted curve in the direction sought with a large enough effect; inconclusive = small, poorly fitted or top-dose-only effect, or another doubt; inactive = no such curve, though single readings can be large; an effect the other way counts as inactive or inconclusive. Potency is the fitted concentration of half-maximal effect.

SMILES | TexasRed fluor | Tau FP inhib | TRb-SRC2 inh | L3MBTL1 block | Tau ThT inhib | HTT cytoprotect | Tau fluor counter | RECQ1 helicase
CCN(C(=O)Cn1cnc2onc(-c3ccc(F)cc3)c2c1=O)c1ccc(OC)cc1 | -6% | -12% | -7% | nt | 0% | nt | ? | nt
O=C(CN(Cc1cccs1)S(=O)(=O)c1ccc(S(=O)(=O)N2CCCCC2)cc1)Nc1ccccc1 | -5% | -11% | 1% | 6% | 0% | 17%[10 µM] | -12% | -6%
Cc1ccc(SCC(=O)NCCSCc2ccccc2)cc1 | 0% | 13% | 2% | 12% | -13% | nt | -6% | 2%
N/C(=N\OC(=O)C1CCCCC1)c1cccc([N+](=O)[O-])c1 | 2% | -2% | -15% | -5% | -12% | -35% | -24% | -13%
Cc1occc1C(=O)N/N=C/C(Br)=C/c1ccccc1 | -1% | ? | -10% | -7% | ? | -7%[10 µM] | -28% | -3%
O=C(c1cccs1)N1CCN(S(=O)(=O)N2CCOCC2)CC1 | 1% | 6% | -18% | -3% | 1% | 3% | 6% | -8%
Cc1ccc(-c2noc(-c3cc(C(C)(C)C)nn3Cc3ccccc3)n2)cc1 | 0% | -7% | -8% | 2% | -10% | 25%[10 µM] | -3% | -12%
COc1ccc(OC)c(-n2nnc(-c3nc(-c4ccc5c(c4)OCO5)no3)c2C)c1 | -1% | -10% | 1% | nt | 6% | nt | -10% | nt
CC1=C(C(=O)NCCN2CCN(C)CC2)C2(CCC(C)CC2)OC1=O (centres undefined) | -3% | -7% | 2% | 7% | -1% | 23% | 1% | i
CCC(C)NC(=O)Cn1c(=O)n(Cc2ccc(C(=O)NCc3ccccc3OC)cc2)c(=O)c2ccccc21 (centres undefined) | -9% | 1% | 3% | nt | 5% | nt | -26% | nt
CCN(Cc1ccccc1)C(=O)CCS(=O)(=O)c1ccc2c(c1)CCN2C(C)=O | 0% | ? | -3% | nt | -9% | nt | -16% | nt
C=C(Cl)COc1ccc2c(CC)cc(=O)oc2c1 | -1% | -4% | 0% | 8% | ? | 15% | -16% | i
C/C(=N\NC(=O)c1cc(C2CC2)nc2ccccc12)c1ccc(C)s1 | 0% | -1% | -2% | nt | -16% | -32% | -11% | -2%
O=C1CCSC2(C(=O)N(Cc3ccc(F)cc3)c3ccccc32)N1c1cccc(F)c1 (centres undefined) | -1% | -14% | -1% | nt | ? | nt | -12% | nt
CCCCN1C(=O)CC(C(=O)O)C1c1ccc(OC)cc1 (centres undefined) | -2% | -12% | -16% | nt | -13% | ? | -5% | -9%
O=S(=O)(Nc1ccc(F)c(C(F)(F)F)c1)c1ccc(N2CCCCS2(=O)=O)cc1 | -2% | -12% | -1% | nt | 3% | nt | -20% | nt
Cc1noc(NS(=O)(=O)c2ccc(N/C=C/C(=O)c3ccc(F)cc3)cc2)c1C | -10% | 3% | -9% | nt | ? | ? | -16% | -11%
CCCCOc1ccc(C(=O)Nc2ccc3c(c2)OCO3)cc1 | -6% | -3% | -4% | 9% | ? | nt | -13% | i
Cc1cccc(Cn2c(Cc3ccccc3)nc3ccccc32)c1 | -3%&1% | -1%&8% | 2%&-4% | 6% | -12%&13% | 30%[10 µM] | -3%&11% | 2%
Cc1cc(C(=O)COC(=O)c2cccnc2Cl)c(C)n1CC1CCCO1 (centres undefined) | -3% | 0% | -3% | -6% | -15% | -164%[inhibitor] | -4% | -6%
CSc1ncccc1C(=O)OCC(=O)NC(=O)NCCC(C)C | -2% | -2% | -3% | -2% | -4% | -5%[10 µM] | -14% | -3%
CCn1cc(C(=O)NCC2CCCO2)c2cc(OC)c(OC)cc2c1=O (centres undefined) | 1% | 0% | -4% | -1% | -11% | -10% | -3% | i
COc1ccc(Cl)cc1NC(=O)COC(=O)CCNC(C)=O | -2% | 2% | -8% | -3% | 4% | -4% | 3% | -12%
O=C(CN1CCN(S(=O)(=O)c2ccccc2)CC1)Nc1ccc(N2CCOCC2)cc1 | -2% | 12% | -8% | -3% | -2% | 29%[10 µM] | 7% | 5%
COC(=O)[C@H](CC(C)C)NC(=O)Nc1ccccc1F | 0% | 2% | 6% | nt | nt | 6%[10 µM] | -1% | -18%

Grouped by structure: the entries above containing an aryl thioether with sulfur outside any ring.
SMILES | TexasRed fluor | Tau FP inhib | TRb-SRC2 inh | L3MBTL1 block | Tau ThT inhib | HTT cytoprotect | Tau fluor counter | RECQ1 helicase
Cc1ccc(SCC(=O)NCCSCc2ccccc2)cc1 | 0% | 13% | 2% | 12% | -13% | nt | -6% | 2%
CSc1ncccc1C(=O)OCC(=O)NC(=O)NCCC(C)C | -2% | -2% | -3% | -2% | -4% | -5%[10 µM] | -14% | -3%

Later entries.
SMILES | TexasRed fluor | Tau FP inhib | TRb-SRC2 inh | L3MBTL1 block | Tau ThT inhib | HTT cytoprotect | Tau fluor counter | RECQ1 helicase
N#Cc1nc(-c2ccccc2F)oc1N1CCCC1 | -1% | -1% | 4% | -10% | -12% | -9%[10 µM] | -6% | 0%
CC(C)c1ccc(OCC(=O)Nc2cccc(C(=O)Nc3ccccc3C(=O)O)c2)cc1 | 2% | -1% | 9% | -4% | -11% | 3%[10 µM] | -5% | i
CCN(CC)c1ccc(C(=S)NC2CCCCC2)cc1 | -2% | 9% | 1% | -19% | ? | -2%[10 µM] | ? | i
O=C(CSCc1ccccc1Cl)N1CCN(c2ccccn2)CC1 | 3% | -3% | 6% | nt | -17% | 5% | -9% | 3%
CCn1cc(C(=O)NCCC2=CCCCC2)c(=O)c2cc(S(=O)(=O)N(C)C)ccc21 | -2% | 0% | 0% | 38%[activator] | -5% | -18%[10 µM] | -18% | 0%
CCOc1ccc(C(=O)Nc2ccc3oc(-c4ccc(C)cc4C)nc3c2)cc1Br | -1% | -12% | -4% | nt | ? | nt | -15% | nt
CCOC(=O)Cn1c(=O)cc(C)c2cccc(C)c21 | -4% | -3% | 1% | 49%[activator] | -2% | -11% | -3% | i
Cc1ccc(SCC(=O)NN2C(=O)c3ccccc3C2=O)cc1 | -3% | 1% | -12% | -4% | -6% | -39%[inhibitor] | -10% | 16%
CCOC(=O)C1CCCN(Cc2sccc2C)C1 (centres undefined) | 1% | -3% | 11% | nt | -19% | 5%[10 µM] | -10% | 3%
Cc1cccc(NC(=O)c2ccc(-n3cccn3)c([N+](=O)[O-])c2)c1 | 0% | 0% | -3% | -4% | 6.3µM* | -49%[inhibitor] | ? | -5%
Fc1ccc(N2CCN(c3ncnc4[nH]ncc34)CC2)cc1 | 0% | 5% | 0% | nt | ? | nt | -9% | nt
COc1ccc(C2=NOC(C(=O)NCc3cccs3)C2)cc1OC (centres undefined) | 2% | 4% | -10% | nt | -7% | -45%[inhibitor] | -3% | -8%
O=C1[C@@H]2CSC(c3ccc(Cl)cc3)N2C(=O)N1c1ccccc1 (some centres undefined) | 1% | 2% | 5% | nt | -4% | nt | -21% | nt
COCCNC(=O)c1onc(CSc2ccc(Cl)cc2)c1C(=O)O | -3% | -11% | -16% | 6% | 0% | 7% | -1% | -3%
Cc1ccc(OCc2ccc(C(=O)Nc3c(C)nn(Cc4c(F)c(F)c(F)c(F)c4F)c3C)o2)c([N+](=O)[O-])c1 | 0% | ? | -2% | -3% | -18% | -52%[inhibitor] | -13% | -2%
CCOC(=O)C1=C(O)/C(=C\c2ccc(OC)c(OC)c2)N=C1C | -3% | ? | -11% | 1% | ? | -14% | 0% | -5%
COc1cccc(NC(=O)c2oc3ccccc3c2NC(=O)C(C)(C)C)c1 | -12% | ? | 5% | 17% | -1% | -10%[10 µM] | ? | -23%
O=C(CCNS(=O)(=O)c1ccc(Br)s1)Nc1ccc(Br)cc1 | 6% | ? | 2% | nt | -7% | nt | ? | nt
COc1ccc(-c2noc(C3CCCN(S(=O)(=O)c4cccc(Cl)c4)C3)n2)cc1OC (centres undefined) | 1% | ? | 3% | 1% | -7% | 13% | ? | i
CSCCC(NC(=O)c1ccc(Cl)cc1)C(=O)NC(C)(C)C (centres undefined) | 1% | -11% | -12% | nt | -10% | 7% | -5% | -8%
CC(C)(C)c1ccc(-c2nc(N)nc(N)n2)cc1 | -4% | 1%[11.6 µM] | 2% | nt | nt | -23%[10 µM] | -3%[11.6 µM] | i
COc1ccc(OC)c(N2C(=O)C(Cl)=C(N3CCOCC3)C2=O)c1 | -5% | 25µM* | 4% | 2% | 14µM* | -21% | ? | -3%
CCOc1ccccc1NC(=O)c1c(NC(=O)c2cccc(C)c2)sc2c1CCCC2 | 4% | -7% | -4% | nt | -5% | nt | -6% | nt
C=CCN=C1SCC(=O)N1S(=O)(=O)c1ccc(C)cc1 | 0% | -6% | -7% | -4% | -5% | -6%[10 µM] | -2% | -5%
CCOc1ccc(-c2oc3cc(Cl)ccc3c(=O)c2O)cc1OC | 1% | 1% | -3% | nt | ? | nt | -25% | nt
(cont.)
SMILES | TexasRed fluor | Tau FP inhib | TRb-SRC2 inh | L3MBTL1 block | Tau ThT inhib | HTT cytoprotect | Tau fluor counter | RECQ1 helicase
NC(=O)c1c(NC(=O)COC(=O)CSc2nnc(-c3ccc(Cl)cc3)o2)sc2c1CCC2 | -2% | ? | -5% | nt | ? | -10% | -17% | -5%
C=CCn1c(NCCOC)nc2c1c(=O)n(C)c(=O)n2C | -3% | -8% | -10% | -3% | -6% | -7%[0.074 µM] | -4% | -5%
Cc1cccc(NC(=S)NCc2ccco2)n1 | 0% | -7% | 9% | nt | -14% | ? | -22% | -5%
O=C(NCCO)C(=O)Nc1c2c(nn1-c1ccc(F)cc1)CSC2 | 0% | -2% | 5% | nt | -4% | nt | -1% | nt
Cc1nc2cc(C)c(C)cc2s1 | -6% | -1% | 1% | nt | 9% | -33%[inhibitor] | 6% | -1%
COc1ccc(/C=C(/NC(=O)c2cccs2)C(=O)N2CCOCC2)cc1OC | 3% | 4% | -16% | 33%[activator] | 3% | -19%[10 µM] | 3% | -4%

An excerpt (hit frequency here may not be typical).
